Bioassay records (PubChem)
Tb PYK inh: T. brucei pyruvate kinase inhibition. Potency, µM (doses to about 76.8 µM), without a hit: at the top dose activity, negative = inhibition, most hits filed as inhibitors. 0.12% of 410,000 active. TbPYK enzyme, Kinase-Glo Plus ATP luminescence, 45 min; also: potency is read from the fitted curve at half-maximal effect; % is scaled to controls: 0 for no effect and ±100 for the full control effect; nearly all actives have a fitted effect of over 50% in size
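TbPYK + substrate in 50 mM TEA pH 7.2, 100 mM KCl, 10 mM MgCl2, 0.05% BSA, 0.01% Tween-20; cpd pinned; ADP 130 uM final; 45 min RT; Kinase-Glo Plus 10 min; luminescence endpoint.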
Cycloheximide cs: counter-screen for Shiga toxin inhibitors: cycloheximide protein synthesis inhibition; cell reporter, cycloheximide protein synthesis inhibition counterscreen; max response, %; 12% of 300,000 active; AID 2314; in the data active = max response mostly above about 13%, no sharp cut-off; inactive = mostly below about 14%; also: read at 38.3 µM for the half of the compounds with a filed dose; 0% is about no effect
Pf growth 48h: inhibits P. falciparum growth in the first generation, 48 h | Potency, µM (top dose mostly 28.7 µM), inactives show top-dose activity change, negative = inhibition, usual class: inhibitors | 5.9% of 310,000 active | P. falciparum luciferase growth in erythrocytes, 48 h; also: potency is read from the fitted curve at half-maximal effect; % is scaled to controls: 0 for no effect and ±100 for the full control effect
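First compound was added to culture medium, then infected red cells at 0.1% parasitemia and 2% hematocrit (final). After incubation at 37 C under 5% CO2, luciferase detection reagent was dispensed and light output recorded.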
Pf growth 96h: P. falciparum growth inhibition at 96 hour, primary screen for plastid delayed-death inhibitors. AID 504834. 6.9% of 320,000 active. P. falciparum luciferase reporter growth, 96 h. Potency, µM (highest dose often 28.7 µM), inactives show top-dose activity change, negative = inhibition, actives largely listed as inhibitors; also: potency is read from the fitted curve at half-maximal effect; % is scaled to controls: 0 for no effect and ±100 for the full control effect
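Delayed-death screen, second-generation endpoint: infected erythrocytes, 2% hematocrit, 0.05% parasitemia final; 96 hours at 37 C, 5% CO2; luciferase detection reagent; luminescence decrease equals reduced growth.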
LmPK inhibitor: blocks Leishmania mexicana pyruvate kinase activity; Q27686; purified LmPK, Kinase-Glo ATP luminescence, 1 h; Potency, µM (titrated, usually from 57.5 µM), without a hit: at the top dose activity change, negative = inhibition, hits mostly inhibitors; 0.37% of 290,000 active; also: potency is read from the fitted curve at half-maximal effect; % is scaled to controls: 0 for no effect and ±100 for the full control effect
Target sequence (Q27686 whole entry, looked up): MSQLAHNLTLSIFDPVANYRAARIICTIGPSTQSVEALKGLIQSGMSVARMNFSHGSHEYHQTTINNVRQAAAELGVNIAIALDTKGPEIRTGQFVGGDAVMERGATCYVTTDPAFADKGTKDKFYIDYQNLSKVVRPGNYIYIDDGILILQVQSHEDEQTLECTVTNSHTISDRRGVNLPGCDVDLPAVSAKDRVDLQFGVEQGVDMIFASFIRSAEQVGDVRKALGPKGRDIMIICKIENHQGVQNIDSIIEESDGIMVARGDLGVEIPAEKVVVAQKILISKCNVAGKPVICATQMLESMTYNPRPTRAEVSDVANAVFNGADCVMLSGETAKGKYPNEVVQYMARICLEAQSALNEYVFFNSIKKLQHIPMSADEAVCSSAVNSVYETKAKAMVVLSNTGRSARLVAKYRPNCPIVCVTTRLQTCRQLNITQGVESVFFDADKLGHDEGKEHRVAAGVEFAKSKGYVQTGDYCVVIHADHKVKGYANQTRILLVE
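qHTS format; LmPK 0.1 nM; substrates PEP 0.5 mM and ADP 0.1 mM. One-hour room-temperature incubation, then coupled luciferase luminescence; 0.5 nM enzyme wells mark activation.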
HCV inh: inhibitors of hepatitis C virus infection. Potency, µM (series often up to 41.8 µM), inactives show at the top dose activity change, negative = inhibition, most hits filed as inhibitors. 3.4% of 340,000 active. Huh7.5.1 HCVcc-Cre infection, luciferase reporter, 44 h; also: potency is read from the fitted curve at half-maximal effect; % is scaled to controls: 0 for no effect and ±100 for the full control effect
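Compounds are dispensed onto cells plated 4 h earlier at 1,000 per well, with HCVcc-Cre virus (about 0.5 moi) added next. Following 44 h of culture, luminescent signal is measured for 15 sec after 15 min with substrate at room temperature.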
Shiga inhibitor: inhibitors of Shiga toxin in Vero cells. Vero cells, Shiga toxin protein synthesis inhibition reporter. inhibition, % at 38.7 µM. 9.2% of 290,000 active. AID 2315; in the data active = inhibition mostly above about 28%, no sharp cut-off; inactive = mostly below about 43%; also: 0% is about no effect
* hit, by the source's call; ? = inconclusive; . = not tested or not shown; & = joins results of further samples; [ ] = remark or other dose. Unless noted, calls follow the shape of the dose curve; as a rule, active = well fitted curve in the direction sought with a large enough effect; inconclusive = small, poorly fitted or top-dose-only effect, or another doubt; inactive = no such curve, though single readings can be large; an effect the other way counts as inactive or inconclusive. An unsorted share of the library; 24% or so of the library scored in one or more.

1. O=C(Cn1c(=O)sc2ccccc21)Nc1ccc(S(=O)(=O)N2CCCC2)cc1
2. O=C(/C=C/c1ccco1)N(Cc1cccc(F)c1)C1CCS(=O)(=O)C1 (configuration not stated)
3. COc1cccc(-c2nc(-c3ccccc3)nc(N3CCN(C)CC3)c2C#N)c1
4. COc1cccc(CC(=O)Nc2nc(C)cs2)c1
5. O=C(Nc1ccc2[nH]ccc2c1)c1ccccc1
6. O=S1(=O)N=CN(Cc2cccc(F)c2)c2ccccc21

compound no.,1,2,3,4,5,6
Tb PYK inh,6%,-7%,1%,-2%,-15%,6%
Cycloheximide cs,11,-10,-2,43*,27*,-4
Pf growth 48h,?,-8%,-8%,87%[activator],164%[activator],38%[activator]
Pf growth 96h,-30%,?,?,185%[activator],472%[activator],?
LmPK inhibitor,1%,-5%,1%,0%,?,-3%
HCV inh,1%,10%,?,-12%,18%,8%
Shiga inhibitor,1,-4,17,72*,32,-7

7. COc1ccccc1C(=O)O/N=C(/C)c1ccc(N2C(=O)C3CCCCC3C2=O)cc1 (configuration not stated)
8. Nc1nc(SCC(=O)O)[nH]c(=O)c1NC(=O)c1ccccc1F
9. Cc1ccc(C2(C)CC(C)(C)N(C(=O)CSc3nnc(C)s3)c3ccccc32)cc1 (configuration not stated)
10. CCOC(=O)c1ccccc1NC(=O)CSc1nnc(C(C)C)n1CC
11. COc1ccc(NC(=S)NCCc2ccc(F)cc2)c(OC)c1
12. C#CCOCCOCCOCCNc1nc(N2CCN(C(=O)CCCCCCCCCCNC(=O)[C@H](CCCCN)n3cc(C)nn3)CC2)nc(N2CCN(C(=O)CCCCCCCCCCNC(=O)[C@@H]([C@H](C)O)n3cc(C)nn3)CC2)n1

compound no.,7,8,9,10,11,12
Tb PYK inh,3%,2%,1%,-8%,2%,-3%
Cycloheximide cs,12,7,1,-2,-3,.
Pf growth 48h,2%,16%,13µM*,-22%,-6%,2.1µM*
Pf growth 96h,10%,-13%,?,-12%,-6%,1.2µM*
LmPK inhibitor,3%,-1%,3%,-6%,-5%,.
HCV inh,-16%,16%,?,-6%,-14%,2.8µM*
Shiga inhibitor,-1,18,-11,-4,-13,.

13. Cc1occc1C(=O)NNC(=O)Cc1ccccc1
14. CN(CC(=O)NC(=O)NC1CCCCC1)CC(=O)Nc1ccc(OC(F)(F)F)cc1
15. O=S(=O)(c1ccc2nc(SCc3ccc(Cl)cc3)[nH]c2c1)N1CCOCC1
16. COc1ccc(/C=N/Nc2nc(N3CCCC3)nc(N3CCCC3)n2)c(OC)c1OC
17. Cc1c(NC(=O)c2cc3c(s2)CCCC3)c(=O)n(-c2ccccc2)n1C
18. CN1C(=O)CC(C(=O)O)SC1=Nc1cc(Cl)cc(Cl)c1 (configuration not stated)

compound no.,13,14,15,16,17,18
Tb PYK inh,-2%,-2%,-19%,-6%,-4%,-7%
Cycloheximide cs,2,.,10,-5,10,3
Pf growth 48h,31%[activator],5.2µM*,-14%,?,-4%,-5%
Pf growth 96h,?,?,?,2%,-19%,?
LmPK inhibitor,-2%,.,-3%,-2%,3%,0%
HCV inh,19%,-10%,-4%,?,2%,19%
Shiga inhibitor,-9,.,-6,13,32,10

19. CCOC(=O)c1c(C)c(C(=O)Nc2ccc(N(C)C)cc2)c(C)n1CC
20. O=C(c1cc(S(=O)(=O)N2CCOCC2)ccc1Cl)N1CCOCC1
21. C/C=C/C(=O)OCC(=O)Nc1nc2ccc(C)cc2s1
22. Cc1ccc(CNC(N)=S)cc1
23. O=C(Cc1cccs1)N/N=C/C(Cl)=C/c1ccccc1
24. CCOC(=O)[C@@H]1[C@H]2COc3ccc(Br)cc3[C@H]2N2C(=O)N(c3ccc(Br)cc3)C(=O)[C@]12C

compound no.,19,20,21,22,23,24
Tb PYK inh,-18%,0%,5%,1%,2%,-10%
Cycloheximide cs,22*,-3,7,-4,31*,-4
Pf growth 48h,60%[activator],11%,.,.,77%[activator],?
Pf growth 96h,.,?,10µM*,40%[activator],?,?
LmPK inhibitor,3%,-1%,-8%,-2%,3%,6%
HCV inh,?,9%,-5%,8%,-3%,32µM*
Shiga inhibitor,51,-7,-3,-15,118*,-4

25. COc1cc(C)ccc1Oc1nc(-c2ccccc2O)nc2ccccc12
26. O=C(CN1CCCCC1)N1CCc2ccccc21
27. Cc1ccsc1/C=N/NC(=O)CO
28. CCc1ccc(N2C(=O)CN(Cc3cccs3)C2=S)cc1
29. CCc1cc(CNC(=O)c2ccc3nc(Cc4ccc(OC)c(OC)c4)oc3c2)on1
30. CCOC(=O)c1cnc(-n2nc(C)cc2C)nc1NCCc1ccccc1

compound no.,25,26,27,28,29,30
Tb PYK inh,3%,-4%,-16%,-3%,5%,-2%
Cycloheximide cs,-3,7,-4,28*,33,7
Pf growth 48h,?,17%,4%,2%,?,4.1µM*
Pf growth 96h,?,-25%,14%,-6%,19%,-9%
LmPK inhibitor,0%,-5%,-1%,9%,-4%,0%
HCV inh,?,12%,-1%,-5%,4.5µM*,-20%
Shiga inhibitor,-12,-6,-4,12,22,-3

31. Cc1cccn2c(=O)c3cc(C(=O)N4CCN(C(=O)c5ccco5)CC4)n(C)c3nc12
32. CCN(CC)S(=O)(=O)c1ccc2oc(Nc3ccc(OC)cc3OC)nc2c1
33. CCCn1c(=O)c(C(=O)NNS(=O)(=O)c2ccc(NC(=O)OC)cc2)c(O)c2ccccc21
34. Cc1ccc2cc(CCNC(=O)c3ccc4c(c3)OCO4)c(=O)[nH]c2c1C
35. CC(=O)c1ccc(OC(=O)C(CCS(C)(=O)=O)N2C(=O)c3ccccc3C2=O)cc1 (configuration not stated)
36. Cc1oc(-c2cccc(Cl)c2)nc1CSCC(=O)O

compound no.,31,32,33,34,35,36
Tb PYK inh,-1%,3%,0%,1%,0%,2%&7%
Cycloheximide cs,-1,-2,-6,-3,-2,-5
Pf growth 48h,-1%,?,0%,?,.,.
Pf growth 96h,-19%,10µM*,-10%,?,?,-11%
LmPK inhibitor,0%,2%,0%,5%,0%,9%
HCV inh,?,10µM*,8%,9%,11%,14%
Shiga inhibitor,-3,17,-12,10,-6,-12

37. COc1ccc(OC)c(C(=O)CN2C(=O)NC(C)(c3ccccc3)C2=O)c1 (configuration not stated)
38. COc1cccc(OC)c1OCCN(C)C
39. CN(C(=O)COc1ncnc2c1cnn2-c1ccccc1)C1CCCCC1
40. O=C(CCCOc1ccc(Cl)cc1Cl)NNC(=O)c1ccc(NC(=O)c2ccccc2)cc1
41. COc1ccc(S(=O)(=O)N2CCOCC2)cc1NC(=O)CCNC(=O)c1ccc(Br)cc1
42. COc1ccc(S(=O)(=O)NCc2cccnc2)cc1Br

compound no.,37,38,39,40,41,42
Tb PYK inh,6%,1%,-9%,-1%,?,3%
Cycloheximide cs,-3,1,2,-4,.,2
Pf growth 48h,6%,.,0%,7%,?,11%
Pf growth 96h,1%,-1%,-12%,168%[activator],-2%,-5%
LmPK inhibitor,4%,-17%,16%,-1%,.,-1%
HCV inh,2%,4%,1%,1%,7%,?
Shiga inhibitor,-9,-10,21,-4,.,-5

Single values from the list.
HCV inh result of cpd 37 reads 2%
Tb PYK inh result of cpd 38 reads 1%
Shiga inhibitor result of cpd 39 reads 21
Pf growth 96h result of cpd 41 reads -2%
HCV inh result of cpd 40 reads 1%

Three compounds drawn at random from those above, as already listed:
42. COc1ccc(S(=O)(=O)NCc2cccnc2)cc1Br
3. COc1cccc(-c2nc(-c3ccccc3)nc(N3CCN(C)CC3)c2C#N)c1
19. CCOC(=O)c1c(C)c(C(=O)Nc2ccc(N(C)C)cc2)c(C)n1CC

compound no.,42,3,19
Tb PYK inh,3%,1%,-18%
Cycloheximide cs,2,-2,22*
Pf growth 48h,11%,-8%,60%[activator]
Pf growth 96h,-5%,?,.
LmPK inhibitor,-1%,1%,3%
HCV inh,?,?,?
Shiga inhibitor,-5,17,51

The list goes on.
43. O=C(O)c1cccc(NS(=O)(=O)c2ccc(NC(=O)c3ccco3)cc2)c1
44. O=[N+]([O-])c1cc(C(F)(F)F)cc([N+](=O)[O-])c1NN=C1CCCCC1
45. C=CCNC(=O)CN1CCC(c2nc3ccccc3[nH]2)CC1
46. O=C(Cc1ccccc1)N/N=C/c1ccccc1OCc1ccc(Cl)cc1
47. COC(=O)CCCC1=CC2=CC(=O)C(C)(OC(=O)c3cccs3)C(=O)C2=CN1CC1CC1 (configuration not stated)
48. CC(C)C[C@H](NC(=O)Nc1cccc(C(F)(F)F)c1)C(=O)O

compound no.,43,44,45,46,47,48
Tb PYK inh,-6%,-8%,3%,0%,2%,-7%
Cycloheximide cs,-1,8,-2,9,-2,-3
Pf growth 48h,-3%,-2%,13%,-16%,?,-21%
Pf growth 96h,4%,-54%,2%,9%,?,-1%
LmPK inhibitor,7%,1%,-11%,1%,-11%[11.5 µM],0%
HCV inh,8%,10%,12%,?,8%,18%
Shiga inhibitor,-6,15,-5,-5,6,4

Single records (already shown). Order of values: Tb PYK inh, Cycloheximide cs, Pf growth 48h, Pf growth 96h, LmPK inhibitor, HCV inh, Shiga inhibitor
O=C(Cc1ccccc1)N/N=C/c1ccccc1OCc1ccc(Cl)cc1 in the list: 0%, 9, -16%, 9%, 1%, ?, -5
C=CCNC(=O)CN1CCC(c2nc3ccccc3[nH]2)CC1 in the list: 3%, -2, 13%, 2%, -11%, 12%, -5

More entries follow.
49. COc1cccc(N2CCN(C(=O)C3CCN(S(=O)(=O)c4ccc5c(c4)oc(=O)n5C)CC3)CC2)c1
50. Cc1cccc([C@@H]2[C@@H]3C(=O)N(Cc4ccccc4)C(=O)[C@@H]3[C@]3(Cc4ccc(Cl)cc4)C(=O)N(c4ccc(Br)cc4)C(=O)N23)c1
51. CCn1c(CNC(=O)c2ccco2)nnc1SCC(=O)Nc1cc(F)ccc1C
52. Cc1c(NC(=O)c2c(N)n(-c3ccccc3)c3nc4ccccc4nc23)c(=O)n(-c2ccccc2)n1C
53. Cc1nc(N2CCN(C(=O)c3ccco3)CC2)c(C#N)c2c1CCCC2
54. COc1cccc(/C(C)=N/Nc2ccc(S(=O)(=O)N3CCCCC3)cn2)c1

compound no.,49,50,51,52,53,54
Tb PYK inh,46%&-12%,-8%,3%,.,-4%,-5%
Cycloheximide cs,6,-1,-5,-6,4,.
Pf growth 48h,?,?,12%,-10%,?,?
Pf growth 96h,24%,8.3µM*,29%,-2%,?,?
LmPK inhibitor,2%,-2%,1%,-4%,2%,.
HCV inh,7%,-2%,3%,15%,?,?
Shiga inhibitor,-12,0,-8,-4,15,.

55. Cc1ccc2c(c1)N(CC(=O)NCCCN1CCOCC1)C(=O)c1cccnc1O2
56. CC(=O)N1c2ccc3ccccc3c2C2C=CCC2C1c1ccc(Br)cc1 (configuration not stated)
57. Cc1ccc(C(=O)N/C(=C\c2cccs2)C(=O)N2CCOCC2)cc1C
58. O=C(/C=C/c1ccco1)N(c1ccccn1)c1ccccn1

compound no.,55,56,57,58
Tb PYK inh,-4%,.,1%,-16%
Cycloheximide cs,-4,8,2,-2
Pf growth 48h,28%,5.9µM*,10%,-8%
Pf growth 96h,57%[activator],46%[activator],15%,0%
LmPK inhibitor,-4%,0%,-8%,2%
HCV inh,6%,-23%,11%,23%
Shiga inhibitor,11,-13,-30,-11
